# Source: PubChem (National Center for Advancing Translational Sciences (NCATS))
# GLS inh: glutaminase GLS (human) inhibition; O94925; GLS enzymatic activity, qHTS titration; Potency, µM (top dose mostly 45.5 µM), inactives show at the highest dose activity change, negative = inhibition, most hits filed as inhibitors; 410,000 compounds, 0.21% hits; AID 624170; also: % is scaled to controls: 0 for no effect and ±100 for the full control effect
# Target sequence (O94925 whole entry, looked up): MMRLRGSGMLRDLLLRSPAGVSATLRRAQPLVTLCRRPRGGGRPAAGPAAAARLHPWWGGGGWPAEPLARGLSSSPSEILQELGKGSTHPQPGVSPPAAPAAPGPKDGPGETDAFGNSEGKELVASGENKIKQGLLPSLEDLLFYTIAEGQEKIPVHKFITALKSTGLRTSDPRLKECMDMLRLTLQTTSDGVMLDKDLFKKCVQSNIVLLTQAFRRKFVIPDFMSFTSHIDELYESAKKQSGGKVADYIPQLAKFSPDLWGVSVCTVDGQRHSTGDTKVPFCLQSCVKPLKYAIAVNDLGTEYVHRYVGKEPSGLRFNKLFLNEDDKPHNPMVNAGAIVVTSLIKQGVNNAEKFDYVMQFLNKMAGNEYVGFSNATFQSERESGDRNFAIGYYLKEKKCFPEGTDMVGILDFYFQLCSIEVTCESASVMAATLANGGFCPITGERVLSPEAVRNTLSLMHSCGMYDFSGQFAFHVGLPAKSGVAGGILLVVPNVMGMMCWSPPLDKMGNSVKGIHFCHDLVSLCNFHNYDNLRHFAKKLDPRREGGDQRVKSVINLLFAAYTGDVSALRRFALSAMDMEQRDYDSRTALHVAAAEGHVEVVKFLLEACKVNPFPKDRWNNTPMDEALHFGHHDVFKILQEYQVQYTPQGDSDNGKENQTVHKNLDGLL
#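 Two-point fluorescence kinetic (t0, 30 min RT) for hKGA; glutamate detected via glutamate oxidase–HRP–Amplex Red. Substrate: 1 mM L-glutamine solution; buffer 45 mM KH2PO4, pH 8.2.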
# G9a block: blocks human histone lysine methyltransferase G9a; Potency, µM (top dose mostly 102 µM), inactives show at the top dose activity, negative = inhibition, hits mostly inhibitors; 350,000 compounds, 8.8% hits; Q96KQ7; G9a H3K9 monomethylation, AlphaScreen, 2 h; also: % is scaled to controls: 0 for no effect and ±100 for the full control effect; nearly all actives have a fitted effect of over 75% in size
#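 G9a (20 nM) preincubated 15 min RT with compounds, then 500 nM biotinylated H3K9 peptide and 20 uM SAM added; 2 h RT reaction. Monomethyl-H3K9 product detected by AlphaScreen with anti-H3K9me1 antibody, streptavidin donor and anti-rabbit IgG acceptor beads.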
# Pin1 inhibitor: inhibitors of human Pin1; Q13526; Pin1 FP peptide displacement, HiFluor488, 10 min; Potency, µM (highest dose often 115 µM), without a hit: at the top dose activity, negative = inhibition, usual class: inhibitors; 390,000 compounds, 0.009% hits; active = well fitted inhibition curve with a large enough effect in the polarisation, with a control signal flat, not every such curve was filed as active; inconclusive = small, poorly fitted or top-dose-only effect, or effect the other way, or a change in a side signal; inactive = no such curve, though single readings can be large or run the other way; the % refers to the polarisation; also: % is scaled to controls: 0 for no effect and ±100 for the full control effect
# Target sequence (Q13526 whole entry, looked up): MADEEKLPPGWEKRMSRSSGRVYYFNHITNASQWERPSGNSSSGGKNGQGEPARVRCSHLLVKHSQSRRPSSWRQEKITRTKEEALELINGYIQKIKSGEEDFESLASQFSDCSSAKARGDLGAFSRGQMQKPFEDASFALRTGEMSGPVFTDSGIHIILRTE
# BLM inh: inhibitors of human Bloom syndrome helicase BLM; Potency, µM (highest dose often 56.1 µM), without a hit: at the highest dose activity change, negative = inhibition, actives largely listed as inhibitors; AID 2528; recombinant BLM DNA unwinding, fluorescence dequenching; 350,000 compounds, 0.2% hits; P54132;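 also: plate controls were vehicle for no effect and no enzyme for full effect; nearly all actives have a fitted effect of over 35% in size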
# JMJD2A Tudor inh: JMJD2A Tudor domain (human) inhibition; O75164; AlphaScreen JMJD2A-Tudor / H3K4me3 peptide binding; Potency, µM (top dose mostly 114 µM), without a hit: at the top dose activity change, negative = inhibition, usual class: inhibitors; 390,000 compounds, 4.4% hits; also: % is scaled to controls: 0 for no effect and ±100 for the full control effect; nearly all actives have a fitted effect of over 50% in size
# Tb PGK inh: T. brucei PGK inhibition; P07378; PGK/GAPDH coupled, Kinase-Glo luminescence, 60 min; Potency, µM (titrated, usually from 57.5 µM), for inactives: at the top dose activity change, negative = inhibition, hits mostly inhibitors; 380,000 compounds, 0.043% hits; AID 602233; also: % is scaled to controls: 0 for no effect and ±100 for the full control effect; nearly all actives have a fitted effect of over 60% in size
#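 Recombinant glycosomal PGK reaction used 1,3-bisphosphoglycerate generated in-well by GAPDH (100nM final) in 100mM TEA pH 7.6, 5mM MgCl2, 0.01% Tween-20. After 60 minutes at room temperature, ATP was read by Kinase-Glo Plus luminescence end-point.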
# BAZ2B inh: BAZ2B (human) inhibition; Q9UIF8; AlphaScreen BAZ2B-H3K14Ac peptide displacement; Potency, µM (highest dose often 114 µM), without a hit: top-dose activity change, negative = inhibition, actives largely listed as inhibitors; 360,000 compounds, 4.4% hits; also: % is scaled to controls: 0 for no effect and ±100 for the full control effect; nearly all actives have a fitted effect of over 60% in size
#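 AlphaScreen displacement of biotin-H3(5-23)K14Ac peptide (50 nM final) from BAZ2B (50 nM final) in PBS pH 7.4, 0.01% Tween-20; complex preformed 30 min RT, then compounds (top 110 uM) 30 min RT, beads 20 min dark.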
# POLI inh: blocks human DNA polymerase iota activity; Q9UNA4; Pol iota fluorescent replication assay, 10 min; Potency, µM (titrated, usually from 115 µM), inactives show top-dose activity, negative = inhibition, usual class: inhibitors; 390,000 compounds, 1% hits; AID 588590
#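 Pol iota at 10 nM preincubated 15 min with compounds at room temperature; reaction started with fluorescent substrate, 50 nM final. Fluorescence read kinetically at 0 and 10 min; buffer-only wells as negative control.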
# HP1b binding inh: HP1-beta chromodomain-methylated histone interaction inhibition | 390,000 compounds, 0.56% hits | AlphaScreen HP1-beta / biotin-H3K9me3 peptide binding | Potency, µM (titrated, usually from 114 µM), inactives show at the highest dose activity change, negative = inhibition, most hits filed as inhibitors | P83916; also: nearly all actives have a fitted effect of over 70% in size; inactives centre near 23
# Target sequence (P83916 whole entry, looked up): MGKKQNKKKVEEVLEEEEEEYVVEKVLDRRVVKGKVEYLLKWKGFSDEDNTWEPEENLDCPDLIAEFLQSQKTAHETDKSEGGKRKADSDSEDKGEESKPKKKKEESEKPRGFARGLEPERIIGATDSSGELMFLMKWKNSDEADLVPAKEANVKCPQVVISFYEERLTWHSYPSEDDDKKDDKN
#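 Compound inhibition of the preformed complex between 50 nM HP1-beta and 50 nM biotinylated H3K9me3 peptide was read by AlphaScreen. Buffer was PBS pH 7.4 with 0.01% Tween-20. Incubations ran 30 min at room temperature, with 10 ug/mL donor/acceptor beads.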
# * = called active by the depositor; i = inactive; ? = inconclusive; nt = no result given; [ ] = remark or other dose. Unless noted, calls follow the shape of the dose curve; as a rule, active = well fitted curve in the direction sought with a large enough effect; inconclusive = small, poorly fitted or top-dose-only effect, or another doubt; inactive = no such curve, though single readings can be large; an effect the other way counts as inactive or inconclusive. Potency is read from the fitted curve at half-maximal effect. This is a subset (hit frequency here may not be typical).
GLS inh,G9a block,Pin1 inhibitor,BLM inh,JMJD2A Tudor inh,Tb PGK inh,BAZ2B inh,POLI inh,HP1b binding inh,molecule
-3%,-11%[59 µM],3%,0%,-4%[57.1 µM],0%,13%,6%,51%[activator],O=C(Nc1ccccc1C(F)(F)F)N1CCCCCC1
5%,84%[activator][59 µM],15%,-9%,93%[activator],1%,52%[activator],-5%,115%[activator],COc1cccc(CNC(=O)c2cc3c(s2)-c2ccccc2OC3)c1
-2%,-15%[59 µM],?,-11%,-12%,8%,-5%,15%,20%,CSc1nn(Cc2ccc(F)cc2)c(N)c1S(=O)(=O)c1ccc(Cl)cc1
-7%,41%[0.501 µM],-5%,4%,12%,i,4%,-21%,37%,CC(C)C(=O)Nc1c(-c2ccccc2F)c(=O)c2ccccc2n1C
23%,-26%,2%,0%,-19%,nt,nt,-24%,25%,CC1CCc2c(sc(NC(=O)Cn3cnc([N+](=O)[O-])n3)c2C(N)=O)C1 (configuration not stated)
0%,18%,3%,4%,31%,-10%,15%,-9%,51%[activator],CCOC(=O)C1CCCN(c2ncnc3c2cnn3-c2ccc(Cl)cc2)C1 (configuration not stated)
0%,nt,1%,-3%,-23%,-7%,?,30%[activator],30%[activator],C/C(=N\NC(=O)c1ccccn1)c1ccc(Cl)cc1
7%,70%[activator],-13%,-1%,21%,-10%,-5%,27%,57%[activator],CC(C)(C)c1ccc(-n2ncc3c2CCCC3NC(=O)CCN2CCCC2=O)cc1 (configuration not stated)
10%,0%[59 µM],-3%,-1%,8%,-9%,-1%,-1%,34%,CCOc1ccc(N=C(NC#N)SCC)cc1
1%,?,?,0%,-24%,7%,-5%,?,18%,COc1cc2c(C(=O)N3CCN(c4ccccc4C)CC3)c(C)oc2cc1Br
-9%,5%[12.7 µM],-6%,-5%,-1%,-4%,5%,17%,52%[activator],C=C(C)[C@@H]1CC=C(C(=O)O)CC1
3%,13%,0%,5%,-10%,-5%,11%,4%,30%,COc1ccc(-c2cc(-c3ccccc3)n3ncnc3n2)cc1
5%,32µM*,-1%,1%,7.9µM*,-2%,-24%,-6%,9%,CCCOc1ccc(Cl)cc1/C=C1/C(=O)ON=C1C
6%,-33%,?,-1%,-25%,1%,14%,13%,3%,O=C(c1ccc(S(=O)(=O)N2CCOCC2)cc1)N(c1cccc(Cl)c1)C1C=CS(=O)(=O)C1 (configuration not stated)
-7%,nt,-4%,-4%,1%,-3%,?,149%[activator],39%,CC(C)c1nnc(NC(=O)CC(C)c2ccccc2)s1 (configuration not stated)
3%,26%[12.7 µM],3%,nt,-4%,6%,13%,1%,36%,Cc1ccc(C(=O)NCC(=O)NC2CCC(C)CC2)s1 (configuration not stated)
4%,35%[12.7 µM],1%,1%,-5%,-11%,2%,26%,42%,CCSc1nnc(NC(=O)Cc2cccc(OC)c2)s1
-7%,3%[59 µM],2%,4%,-9%,-3%,3%,1%,12%,CCC(=O)N1CCc2cc(Br)cc(S(=O)(=O)CCC(=O)Nc3ccc(C)c(F)c3)c21
8%,?,-6%,1%,?,0%,-36%,8%,5%,CCS(=O)(=O)N1CCN(c2ccc([N+](=O)[O-])c(NCc3cccnc3)c2)CC1
0%,12%,12%,-8%,?,-1%,-3%,5%,14%,CCOc1cc(/C=N/NC(=O)c2cccc([N+](=O)[O-])c2)ccc1OS(=O)(=O)c1ccccc1
-1%,nt,7%,nt,-26%,0%,nt,-17%,27%,O=C(Cc1cccc(NC(=O)C2CCCN(C(=O)C3CCCC3)C2)c1)Nc1ccc(C(=O)N2CCCCC2)cc1 (configuration not stated)
8%,nt,0%,nt,?,-8%,nt,25%,-9%,CC1(C)c2[nH]c3ccccc3c2C[C@H]2C(=O)N(Cc3ccccc3)C(=O)N21
-7%,nt,3%,nt,?,-8%,nt,17%,?,CCCCCC(=C/c1ccccc1)/C=N/Nc1ccc(S(=O)(=O)N2CCOCC2)cc1[N+](=O)[O-]
-5%,-3%,-1%,-1%,6%,6%,5%,48%[activator],31%,COc1ccc(N2C(=O)NC3CC2(C)Oc2ccccc23)cc1 (configuration not stated)
1%,nt,9%,nt,-21%,-6%,nt,9%,10%,CC(/C=N\NC(=O)c1cccnc1)c1ccccc1 (configuration not stated)
?,40µM*,2%,-3%,-22%,-11%,4%,257%[activator],-5%,O=C(CSc1nc2ccccc2s1)NNC(=S)Nc1ccc(Cl)cc1
8%,1%,-4%,-3%,-14%,-3%,2%,24%,6%,CC(=O)CSc1nnc(-c2ccc(S(=O)(=O)N3CCOCC3)cc2)n1C
11%,40µM*,-2%,1%,-9%,-3%,4%,31%,23%,COc1cc(CN2CCN(CCCc3ccccc3)C(CCO)C2)cc(OC)c1O (configuration not stated)
-3%,-3%[59 µM],5%,-2%,-15%,-2%,-3%,-2%,34%,CN(c1cccc(NC(=O)COc2ccc(Cl)cc2Cl)c1)S(C)(=O)=O
1%,-4%,-5%,-3%,-1%,-1%,-15%,5%,36%,Cc1cccc(N(CC(=O)NCCSCc2ccccc2)S(C)(=O)=O)c1
-3%,nt,-1%,-10%,-18%,-13%,?,29%,53%[activator],Cc1nnc(NC(=O)c2ccc(-c3ccc([N+](=O)[O-])cc3)o2)s1
0%,?,-2%,2%,-22%,-5%,-19%,-18%,65%[activator],Cc1cccc(NC(=O)CSc2cc(C)c(C#N)c3nc4ccccc4n23)c1
19%,nt,-12%,-4%,-9%,-6%,-15%,-11%,57%[activator],CNNC(=S)NC1CC2CC1C1C=CCC21 (configuration not stated)
-27%,-6%,-2%,1%,7%,1%,7%,98%[activator],62%[activator],COC(=O)CSc1nn(-c2ccc(F)cc2)c(=S)s1
2%,-8%[59 µM],21%,-7%,-2%,0%,1%,21%,19%,CC1(C)CC2CC(C)(CN2S(=O)(=O)c2ccc(C(=O)Nc3cc(S(=O)(=O)N4CCOCC4)ccc3Cl)cc2)C1 (configuration not stated)
0%,3%[59 µM],-2%,-1%,5%[57.1 µM],i,11%,25%,52%[activator],CCn1c(=O)c(C(=O)CN2CCOCC2)c(N)n(Cc2ccccc2)c1=O
-4%,?,-3%,-2%,-12%,-2%,-11%,12%,24%,Cc1c(Br)c([N+](=O)[O-])nn1CC(=O)N1CCc2ccccc21
-2%,0%[59 µM],0%,-1%,-13%,-6%,-12%,14%,17%,O=C(Cn1ncc2c3ccccc3n(Cc3ccccc3)c2c1=O)NCCCN1CCCCC1
2%,-3%[59 µM],8%,-4%,-9%,-8%,-9%,19%,38%,Cc1ccc(Cn2c(CNC(=O)c3cccc(C)c3)nc3ccccc32)cc1
12%,-39%,0%,-3%,-12%,-11%,7%,6%,38%,CCCc1c(O)nc(SCc2ccccc2)[nH]c1=O
9%,6%[59 µM],5%,-1%,-7%,-6%,0%,-8%,57%[activator],CCCCCOc1ccc(NC(=O)Cc2csc(C)n2)cc1
-1%,-3%[59 µM],14%,-10%,11%,-1%,4%,-5%,30%,CC(NC(=O)COC(=O)Cc1ccc(-c2ccccc2)cc1)c1ccccc1 (configuration not stated)
3%,-47%[59 µM],-1%,-6%[12.4 µM],?,i,?,23%,-22%,CCCCC1=CC2=C(c3ccco3)C(=O)C(C)(OC(=O)c3ccc(OC)cc3)C(=O)C2=CN1c1ccc(OC)cc1 (configuration not stated)
?,?,3%,1%,-1%,nt,-34%,?,13%,Cc1nc(SCC(=O)Nc2cc(C)on2)c2c(C)c(C)sc2n1
-3%,0%[59 µM],-3%,0%,-19%,-13%,-2%,-4%,10%[57 µM],Cc1ccc(C)c(NC(=O)CSc2ncc(S(=O)(=O)c3ccc(C)c(Cl)c3)c(=O)[nH]2)c1
3%,-10%,5%,-1%,-5%,2%,1%,137%[activator],4%,CC(C)CNC(=O)c1ccccc1SCC(=O)NC12CC3CC(CC(C3)C1)C2
-7%,-5%[2.33 µM],?,-7%,?,nt,-30%,-20%,?,COCCNC(=O)/C(C#N)=C/c1c(N2CCN(c3cccc(Cl)c3)CC2)nc2c(C)cccn2c1=O
0%,-8%[59 µM],?,-12%,-11%,-7%,-1%,3%,26%,C=CCn1c(=N)c(C#N)cc2c(=O)n3ccccc3nc21
2%,nt,2%,nt,-20%,-7%,nt,-9%,25%,CC[C@@]1(C(=O)OC)N[C@H](CN(C)C(=O)COc2ccccc2)[C@@H]2C(=O)N(C)C(=O)[C@@H]21
-1%,-1%,?,-12%,46%[activator],1%,154%[activator],19%,182%[activator],CCCn1nc(NC(=O)c2ccccn2)c2cc3cc(C)ccc3nc21

# The listing continues:
GLS inh,G9a block,Pin1 inhibitor,BLM inh,JMJD2A Tudor inh,Tb PGK inh,BAZ2B inh,POLI inh,HP1b binding inh,molecule
-4%,92%[activator],1%,0%,77%[activator],-5%,62%[activator],0%,124%[activator],Cc1cccc2cc(CNCc3ccccc3)c(Cl)nc12
23%,-22%[59 µM],-4%,-2%,-7%,-2%,0%,-17%,15%,CSc1ncc(C(=O)N2CCN(c3ccc(F)cc3)CC2)c(C)n1
0%,-44%,-7%,-12%,-22%,4%,-30%,17%,28%,Cc1cccc(OCC(=O)Nc2ccc(N3CCN(C(=O)c4ccco4)CC3)cc2)c1C
-7%,nt,-8%,nt,-19%,-5%,nt,34%[activator],3%[57 µM],COc1cccc2cc(C(=O)OCC(=O)N3CC(C)OC(C)C3)c(=O)oc12 (configuration not stated)
2%,-45%,-6%,-1%,-17%,-11%,-3%,?,16%,CCS(=O)(=O)c1ccc2oc(SCC(=O)c3ccco3)nc2c1

# Reprinted at random: three entries already listed
GLS inh,G9a block,Pin1 inhibitor,BLM inh,JMJD2A Tudor inh,Tb PGK inh,BAZ2B inh,POLI inh,HP1b binding inh,molecule
-7%,nt,-8%,nt,-19%,-5%,nt,34%[activator],3%[57 µM],COc1cccc2cc(C(=O)OCC(=O)N3CC(C)OC(C)C3)c(=O)oc12 (configuration not stated)
-4%,92%[activator],1%,0%,77%[activator],-5%,62%[activator],0%,124%[activator],Cc1cccc2cc(CNCc3ccccc3)c(Cl)nc12
0%,-44%,-7%,-12%,-22%,4%,-30%,17%,28%,Cc1cccc(OCC(=O)Nc2ccc(N3CCN(C(=O)c4ccco4)CC3)cc2)c1C
